Assay outcomes as filed in PubChem.
HPDE-C7 viability: HPDE-C7 pancreatic duct cell viability loss – fluorescence, HTS (AID 430); HPDE-C7 pancreatic duct cells viability, fluorescence; higher % means a stronger effect; cytotoxicity, % at 10 µM, or EC50 in µM where a hit was titrated; actives 1.8% (n = 63,000);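 note: cells exposed to compound for 48 hours before viability readout; 0% = vehicle and 100% = reference cytotoxic drug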
MK inhibit: inhibitors of Streptococcus pneumoniae mevalonate kinase. purified MK, PK/LDH-coupled NADH absorbance 340 nm. inhibition, % at 10 µM. actives 0.48% (n = 65,000). AID 555;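 active = ranked among the strongest by inhibition in the single 10 µM screen, a fixed top-ranked set picked for dose follow-up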; note: no value below 0 was filed
HT1080 viability: HT1080 cell viability loss – fluorescence readout (AID 620); actives 0.42% (n = 87,000); HT1080 viability, fluorescence; higher % means a stronger effect; cytotoxicity, % at 10 µM, or EC50 in µM where a hit was titrated;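 note: cells exposed to compound overnight then 4 h with Alamar Blue; 0% = vehicle DMSO and 100% = killing control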
LYP phosphatase: LYP phosphatase inhibitors, primary screen, biochemical, DiFMUP fluorescence, recombinant catalytic domain, 10 µM (AID 606) | recombinant LYP catalytic domain, DiFMUP fluorescence; higher % means a stronger effect | one-dose inhibition, % at 10 µM; IC50 in µM for titrated hits | 52,000 tested, under 10 active;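 active = IC50 under 40 µM in the dose-response test; inactive = IC50 of 40 µM or more, or never dose-tested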
DPM-DC inhibit: blocks S. pneumoniae diphosphomevalonate decarboxylase; purified DPM-DC, PK/LDH coupled NADH fluorescence; calls only at 10 µM; actives 0.49% (n = 65,000); AID 556;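 active = the 320 compounds with the highest percent inhibition in the single-dose primary screen, excluding strongly autofluorescent ones, cut at about 32% in these data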;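 note: kinetic rate of NADH fluorescence loss reporting ADP formed by the decarboxylase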
TNAP inhibition: inhibition of tissue-nonspecific alkaline phosphatase – biochemical, luminescent (AID 518) | actives 0.09% (n = 64,000) | purified TNAP enzyme, luminescent substrate readout; higher % means a stronger effect | one-dose inhibition, % at 20 µM; IC50 in µM for titrated hits; in the data active = a potency from the dose series; inactive = the rest, 99 in 100 with inhibition below about 22%;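 note: plate controls were vehicle for no effect and reference inhibitor for full effect; many of its hits are not listed in these tables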
KRASV12 cytotoxicity: cytotoxicity in KRAS-transformed pancreatic duct cells, primary screen, cell-based, fluorescence, HTS (AID 431); HPDE-C7K KRASV12 cells, Alamar Blue viability, 48 h; higher % means a stronger effect; cytotoxicity, % at 10 µM; hits with a dose series show EC50 in µM; actives 1.7% (n = 63,000);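 active = compounds whose percent cytotoxicity in the single-dose primary screen, scaled between solvent and toxic-drug controls, exceeds 50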;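 note: 0% = DMSO solvent wells and 100% = doxorubicin-treated wells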
PMK inhibit: blocks S. pneumoniae phosphomevalonate kinase; purified PMK, PK/LDH-coupled NADH absorbance 340 nm; inhibition, % at 10 µM; actives 0.49% (n = 65,000); AID 539;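 active = top-ranked compounds by inhibition in the single 10 µM screen, taking a fixed number of the strongest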;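 note: 0% = full reaction with DMSO carrier and 100% = background rate without enzyme reaction; no value below 0 was filed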
Bfl-1 displacement: Bfl-1 inhibitors, primary screen, biochemical, fluorescence polarization, FITC-Bid, mouse (AID 432); one-dose displacement, % at 20 µM; IC50 in µM for titrated hits; FITC-Bid BH3 peptide fluorescence polarization displacement; higher % means a stronger effect; actives 0.02% (n = 64,000); in the data active = a potency from the dose series; inactive = the rest, 99 in 100 with displacement below about 15%; note: strong numbers were not always called active
PMK inhibit pilot replicates: further read-out of PMK inhibit, marked with its call; inhibition, %; measured here: pilot screen replicates
MK inhibit pilot replicates: recorded beside MK inhibit, whose call it bears; inhibition, %; measured here: pilot screen replicates
DPM-DC inhibit pilot screen %: second read-out of DPM-DC inhibit, no call of its own (marks repeat the call); inhibition, %; measured here: pilot screen trials
* hit, by the source's call; i = inactive; . = not tested or not shown. Cut-off read from the data, not from the text of the source, unless noted: active = cytotoxicity above about 50%; inactive = the rest.

SMILES | HPDE-C7 viability | MK inhibit | HT1080 viability | LYP phosphatase | DPM-DC inhibit | TNAP inhibition | KRASV12 cytotoxicity | PMK inhibit | Bfl-1 displacement | others
Cc1noc(NS(=O)(=O)c2ccc(N/C=C/C(=O)c3ccc4c(c3)OCO4)cc2)c1C | 17.5% | 3.0 | 4.2% | 9.7% | i | 11.9% | -2.0% | 8.0 | 3.6%
Nc1nc(-c2cccnc2)nn1C(=O)COc1ccccc1 | -8.9% | 6.0 | 3.9% | 4.0% | i | 8.4% | -5.2% | 3.0 | -6.0%
CC(C)(C)n1nc2c(c1NC(=O)c1cccs1)CS(=O)C2 (stereo not drawn) | -4.4% | 0.0 | 7.8% | 8.2% | i | 7.1% | -9.0% | 15.0 | -1.5%
CC(C)N(C(=O)CN(C#N)c1nc(N(C)C)nc(N(C)C)n1)c1ccccc1 | -14.6% | 2.0 | -5.6% | . | i | 4.1% | -24.1% | 11.0 | -5.2%
Cn1c(NCCO)nc2c(c1=O)C1(CCCCC1)Cc1ccccc1-2 | 8.3% | 0.0 | -3.8% | -3.7% | . | 5.9% | 10.5% | 0.0 | 5.0%
c1ccc2nc(-c3nc4ccccc4[nH]3)ccc2c1 | -2.2% | 2.0 | 38.9% | 14.1% | . | 6.3% | 5.3% | 0.0 | 5.0% | PMK inhibit pilot replicates=4.0;MK inhibit pilot replicates=3.0
c1ccc(C2=Nn3c(nnc3-c3n[nH]c4c3CCC4)SC2)cc1 | 8.7% | 4.0 | 16.6% | 7.9% | i | -4.9% | 10.4% | 12.0 | -8.3%
COc1ccc(C(C)C)cc1S(=O)(=O)Nc1ccc(Cl)cn1 | 3.7% | 0.0 | 9.7% | 11.4% | i | 5.8% | -4.0% | 20.0 | 4.8%
Cc1c(C(N)=O)c(N)c(C(=O)c2ccccc2)n1-c1ccccc1 | -21.2% | 5.0 | 13.9% | 1.4% | i | 5.2% | -13.5% | 0.0 | 1.6%
CC1(c2cccs2)CC(c2cccs2)=C(C#N)C(=O)N1 (stereo not drawn) | . | 8.0 | -0.8% | -21.6% | i | 17.8% | . | 10.0 | 7.1%
CCN(CC)S(=O)(=O)c1ccc(NC2c3ncccc3C(=O)N2Cc2ccccc2)cc1 (stereo not drawn) | -9.0% | 50.0* | 1.8% | 5.7% | i | 14.5% | -4.3% | 12.0 | -3.3%
O=C(CN1CCC(NC(=O)c2cccc(F)c2)CC1)NCc1ccccc1F | -10.0% | 10.0 | 3.9% | . | i | 9.0% | -3.4% | 2.0 | -0.5%
O=S1(=O)N=C(Nc2ccc(N3CCOCC3)cc2)c2ccccc21 | -7.1% | 9.0 | . | -1.7% | i | 8.7% | -16.5% | 6.0 | -4.2%
O=C(Nc1ccc(N2CCCC2)cc1)c1ccc(Br)o1 | 0.2% | 7.0 | 2.6% | . | i | 17.6% | 0.9% | 10.0 | -3.9% | PMK inhibit pilot replicates=0.0;MK inhibit pilot replicates=0.0;DPM-DC inhibit pilot screen %=0.0
COc1ccc(S(=O)(=O)N2CCN(C(=O)[C@@H]3CCC(=O)N3C3OC(=O)c4ccccc43)CC2)cc1 (stereo partly drawn) | -19.6% | 10.0 | 22.4% | . | i | 1.5% | -19.1% | 9.0 | -6.4%
COc1ccc(CC(NC(C)=O)C(=O)NC2CCN(c3c4c(nc5ncnn35)CCC4)CC2)cc1 (stereo not drawn) | -18.4% | 7.0 | -6.4% | 4.0% | i | 9.3% | -26.4% | 1.0 | 5.3%
COc1ccccc1OCc1nnc(SCC(=O)NCc2ccco2)n1Cc1ccco1 | -15.8% | 3.0 | -3.9% | 11.3% | i | 14.7% | -15.5% | 14.0 | 5.7%
c1cc2c(cc1Nc1nc(-c3ccc4c(c3)OCO4)cs1)OCCO2 | 44.5% | 3.0 | -0.8% | . | i | 13.9% | 56.7%* | 12.0 | -0.2% | PMK inhibit pilot replicates=0.0;MK inhibit pilot replicates=0.0;DPM-DC inhibit pilot screen %=1.0
CS(=O)(=O)N(C(=O)NC(=O)NC1CCS(=O)(=O)C1)C1CCCCC1 (stereo not drawn) | 6.0% | 7.0 | 11.7% | 0.9% | i | 8.8% | 6.8% | 6.0 | 0.5%
CCOc1cccc(C(=O)N(Cc2ccc(F)cc2)C2CCS(=O)(=O)C2)c1 (stereo not drawn) | 1.9% | 6.0 | -0.7% | 4.0% | i | 15.6% | 12.0% | 1.0 | 0.6% | PMK inhibit pilot replicates=2.5;MK inhibit pilot replicates=1.5;DPM-DC inhibit pilot screen %=1.0
COc1cc(NC(=O)c2cc3ccccc3o2)c(OC)cc1Cl | -13.3% | 5.0 | -0.9% | . | . | 10.9% | -7.6% | 10.0 | -3.6%
COc1ccc(NC(=O)CN2CCN(CC(=O)Nc3ccc4c(c3)OCO4)CC2)cc1 | -6.3% | 4.0 | 5.2% | 17.5% | i | 6.1% | 8.7% | 4.0 | 1.4%
CC(C)CC(=O)Nc1ccc(-c2cn3ccsc3n2)cc1 | 51.9%* | 9.0 | 14.6% | 9.0% | i | 8.7% | 56.7%* | 5.0 | -10.0%
CC(CN1CCCC1)OC(=O)COc1ccccc1 (stereo not drawn) | 5.4% | 0.0 | -3.8% | -0.3% | i | 6.8% | 3.8% | 19.0 | 0.6%

Quoted from the results shown for reference:
SMILES | HPDE-C7 viability | MK inhibit | HT1080 viability | LYP phosphatase | DPM-DC inhibit | TNAP inhibition | KRASV12 cytotoxicity | PMK inhibit | Bfl-1 displacement | others
O=S1(=O)N=C(Nc2ccc(N3CCOCC3)cc2)c2ccccc21 | -7.1% | 9.0 | . | -1.7% | i | 8.7% | -16.5% | 6.0 | -4.2%
O=C(Nc1ccc(N2CCCC2)cc1)c1ccc(Br)o1 | 0.2% | 7.0 | 2.6% | . | i | 17.6% | 0.9% | 10.0 | -3.9% | PMK inhibit pilot replicates=0.0;MK inhibit pilot replicates=0.0;DPM-DC inhibit pilot screen %=0.0

The list goes on.
SMILES | HPDE-C7 viability | MK inhibit | HT1080 viability | LYP phosphatase | DPM-DC inhibit | TNAP inhibition | KRASV12 cytotoxicity | PMK inhibit | Bfl-1 displacement | others
CCC(C)NC(=O)C(NS(=O)(=O)c1cccc2nsnc12)c1ccccc1 (stereo not drawn) | -16.1% | 4.0 | 0.0% | 14.3% | i | 2.9% | -2.4% | 8.0 | 2.9%
Brc1c(CSc2nncn2-c2ccccc2)nc2sccn12 | -0.4% | 8.0 | 0.1% | . | i | -0.1% | 5.8% | 0.0 | -7.4%
Cc1c(C(=O)Nc2ccncc2)oc2ccccc12 | -7.7% | 6.0 | -2.3% | -11.2% | i | 9.2% | -2.0% | 5.0 | -3.1%
CN1C(=O)N(C)C(NC(=O)Nc2ccccc2)C1NC(=O)Nc1ccccc1 (stereo not drawn) | 2.1% | 5.0 | -4.5% | 14.7% | i | 5.8% | 0.6% | 12.0 | 1.9%
COc1ccc(Cn2nnnc2C(c2cccs2)N2CCSCC2)cc1 (stereo not drawn) | 5.3% | 0.0 | -6.8% | 5.8% | i | 6.7% | 3.8% | 7.0 | -2.6%
COc1ccc(CN2CCN(C(=O)CC(C)C)CC2)c2ccccc12 | -17.1% | 3.0 | -2.5% | -3.1% | i | 11.5% | 1.1% | 3.0 | -12.8%
CC(NC(=O)OCc1ccccc1)C(=O)OCN1C(=O)c2ccccc2C1=O (stereo not drawn) | -11.8% | 6.0 | -9.2% | 13.9% | i | 1.7% | 2.4% | 10.0 | -7.6%
CC1CCCN(C(=O)CSCC(=O)N=c2sc3ccccc3n2C)C1 (stereo not drawn) | 2.0% | 0.0 | . | -13.6% | i | 7.2% | 0.8% | 0.0 | 4.1%
CCNC(=O)c1ccccc1-c1nc(-c2ccccc2Cl)no1 | 6.5% | 7.0 | -5.2% | . | i | 9.4% | 9.5% | 9.0 | -3.0%
N#CCC(=O)NCCCOC(=O)Nc1ccc(Cl)c(Cl)c1 | 27.4% | 6.0 | 0.8% | 2.8% | i | 14.9% | -1.3% | 0.0 | -1.3%
Cn1nnnc1SCc1cn2cccnc2n1 | 4.3% | 2.0 | -4.6% | 14.1% | . | 9.2% | 1.4% | 14.0 | 3.5% | PMK inhibit pilot replicates=0.5;MK inhibit pilot replicates=0.0
Cn1c(SCc2nc3ccccc3[nH]2)nnc1-c1cccs1 | -6.2% | 0.0 | 11.3% | 5.9% | i | 7.4% | -13.1% | 14.0 | -2.8%

Quoted at random: 2 entries already listed.
SMILES | HPDE-C7 viability | MK inhibit | HT1080 viability | LYP phosphatase | DPM-DC inhibit | TNAP inhibition | KRASV12 cytotoxicity | PMK inhibit | Bfl-1 displacement | others
Cn1c(SCc2nc3ccccc3[nH]2)nnc1-c1cccs1 | -6.2% | 0.0 | 11.3% | 5.9% | i | 7.4% | -13.1% | 14.0 | -2.8%
CC(NC(=O)OCc1ccccc1)C(=O)OCN1C(=O)c2ccccc2C1=O (stereo not drawn) | -11.8% | 6.0 | -9.2% | 13.9% | i | 1.7% | 2.4% | 10.0 | -7.6%

Continuation:
SMILES | HPDE-C7 viability | MK inhibit | HT1080 viability | LYP phosphatase | DPM-DC inhibit | TNAP inhibition | KRASV12 cytotoxicity | PMK inhibit | Bfl-1 displacement | others
COc1ccc(CNC(=O)C2COc3ccccc3O2)c(OC)c1 (stereo not drawn) | -4.4% | 6.0 | 10.3% | -3.5% | i | 11.2% | 2.3% | 11.0 | -5.0%
CCOc1ccc(NC(=O)CCS(=O)(=O)c2ccc3c(c2)CCCN3C(C)=O)cc1 | -24.1% | 6.0 | -14.7% | . | i | 6.2% | -19.8% | 2.0 | 0.3%
O=C1CCCN1CC(CN1CCOCC1)Sc1nnnn1-c1ccccc1 (stereo not drawn) | -9.0% | 10.0 | -7.0% | 7.2% | i | 6.8% | -5.7% | 0.0 | -7.3%
CCCCN(CC)C(=O)Cc1c(C(=O)O)[nH]c2ccc(Cl)cc12 | 16.1% | 9.0 | 30.3% | 10.8% | i | 9.8% | 26.5% | 4.0 | -8.9%
COC(=O)CCN(C(=O)C1C2CC3CC(C2)CC1C3)c1ccccn1 (stereo not drawn) | 8.0% | 5.0 | -11.7% | . | i | 8.7% | 1.7% | 22.0 | -7.1%
O=S(=O)(NCc1ccc2c(c1)OCO2)c1cccc(S(=O)(=O)N2CCOCC2)c1 | -5.1% | 6.0 | 3.3% | 16.6% | i | 8.4% | 4.0% | 8.0 | -14.0%
Cc1cc(C)n(CC(O)COc2cccc(OCC(O)Cn3nc(C)cc3C)c2)n1 (stereo not drawn) | 4.2% | 0.0 | -2.5% | 4.8% | i | 5.8% | -6.8% | 4.0 | -0.2%
CCN1CCc2nc(NC(=O)Cc3ccc4c(c3)OCCO4)sc2C1 | -11.2% | 7.0 | -3.7% | . | i | 3.5% | -9.9% | 4.0 | -12.7%
O=C(NC(Cc1ccccc1)C(=O)O)c1ccc(S(=O)(=O)N2CCCC2)cc1 (stereo not drawn) | -13.8% | 5.0 | -1.1% | 19.2% | i | 9.2% | 3.0% | 0.0 | -4.1%
O=C(CN1C2=NCCN2c2ccccc21)C12CC3CC(CC(C3)C1)C2 | 22.2% | 7.0 | 28.6% | . | i | 7.3% | 39.1% | 5.0 | -5.9%
COc1ccccc1N1CCN(c2ncnc3nc[nH]c23)CC1 | 7.6% | 11.0 | . | -0.3% | i | -7.8% | -3.8% | 6.0 | 8.0%
